12-LOX inh – ALOX12 (human) lipoxygenase inhibition. Potency, µM (highest dose often 108 µM), inactives show top-dose activity change, negative = inhibition, hits mostly inhibitors. hit rate 1.1% among 580,000. purified 12hLO, xylenol orange hydroperoxide absorbance. P18054. AID 1671190; active means well fitted inhibition curve with a large enough effect; inconclusive means small, poorly fitted or top-dose-only effect, or another doubt; inactive means no such curve, though single readings can be large or run the other way
Target sequence (P18054 whole entry, looked up): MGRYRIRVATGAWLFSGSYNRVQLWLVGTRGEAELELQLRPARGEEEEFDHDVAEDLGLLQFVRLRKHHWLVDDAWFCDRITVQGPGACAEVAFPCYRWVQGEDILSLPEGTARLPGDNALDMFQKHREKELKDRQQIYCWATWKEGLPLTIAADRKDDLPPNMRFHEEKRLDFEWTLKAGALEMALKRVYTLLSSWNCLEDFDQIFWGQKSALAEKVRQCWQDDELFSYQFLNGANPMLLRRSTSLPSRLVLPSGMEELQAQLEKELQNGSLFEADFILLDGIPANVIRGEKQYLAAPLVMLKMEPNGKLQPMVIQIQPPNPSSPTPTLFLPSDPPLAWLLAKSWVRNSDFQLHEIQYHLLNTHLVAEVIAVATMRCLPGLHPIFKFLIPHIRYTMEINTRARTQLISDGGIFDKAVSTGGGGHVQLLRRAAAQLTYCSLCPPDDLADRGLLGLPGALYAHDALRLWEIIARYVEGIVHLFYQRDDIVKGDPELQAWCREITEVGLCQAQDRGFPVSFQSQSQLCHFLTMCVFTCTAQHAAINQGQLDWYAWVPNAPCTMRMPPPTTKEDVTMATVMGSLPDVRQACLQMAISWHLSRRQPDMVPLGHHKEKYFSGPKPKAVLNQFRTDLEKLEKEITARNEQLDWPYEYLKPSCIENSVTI
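Purified human 12hLO at 150 nM in 25 mM Hepes, 0.01% Triton X-100, pH 7.0, preincubated 15 min at room temperature with compound. Reaction started with 40 uM arachidonic acid, 30 min at room temperature. Hydroperoxide measured by Fe-xylenol orange, 573/405 nm absorbance ratio.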
* marks the source's active call; other numbers are inactive results; ? = inconclusive; & = joins results of further samples; [ ] = remark or other dose. On the % scale 0 is the no-effect control and ±100 the full control effect; potency means the concentration at half of the fitted maximal effect.

SMILES	12-LOX inh
COc1ccc2c(c1)c(C(C(=O)O)N1CCN(Cc3cccnc3)CC1)cn2CCC(=O)O (stereo not drawn)	?
Cc1cccc(CC(=O)N2CCC(N3CC4CC(C3)[C@H]3CCCC(=O)N3C4)CC2)c1 (stereo partly drawn)	15%
CCCS(=O)(=O)N1CCc2nc(N3CCc4ccccc4C3)[nH]c(=O)c2CC1	4%
COc1cccc(Nc2nc(-c3ccccc3)no2)c1	40µM*
COc1ccc(O[C@H]2COCCN(C(=O)c3cccnc3)C2)cc1	22%[176 µM]
CCOC(=O)c1cccn1C1C(=O)N(Cc2ccc(C(C)C)cc2)c2ccc(Cl)cc21 (stereo not drawn)	?
O=C(COc1ccccc1)NCCn1cccc1-c1nc(-c2ccc3c(c2)OCO3)no1	24%
CC(Oc1ccc(F)cc1)C(=O)Nc1ccc2nsnc2c1 (stereo not drawn)	1%
COc1ccccc1C(=O)Nc1ccc2oc(-c3ccccc3F)cc(=O)c2c1	-20%
CCOC(=O)C1CCN(C(=O)C2COC3(CCCCC3)N2C(=O)c2ccc(CC)cc2)CC1 (stereo not drawn)	42%
CC(CNC(=O)c1cc(-c2ccccc2)no1)N1CCOCC1 (stereo not drawn)	-26%
CN1[C@@H](CCC(=O)N2CCOCC2)CNC(=O)[C@@H]2[C@H]1CCN2C1CCOCC1	39%[activator][176 µM]
COc1ccc(-c2csc(CCn3nc(C)c4c(C(F)(F)F)cc(=O)[nH]c43)n2)cc1	18µM*
c1cn(-c2ccc(OCC3CCCO3)cc2)c(-c2cc3n(n2)CCNC3)n1 (stereo not drawn)	48%[activator]
COc1ccc(-c2nc3cnc(N4CCOCC4)nc3n(-c3ccc(OC)cc3)c2=O)cc1	0%

As a working copy, 6 of the compounds above.
SMILES	12-LOX inh
COc1ccc(O[C@H]2COCCN(C(=O)c3cccnc3)C2)cc1	22%[176 µM]
CCOC(=O)c1cccn1C1C(=O)N(Cc2ccc(C(C)C)cc2)c2ccc(Cl)cc21 (stereo not drawn)	?
O=C(COc1ccccc1)NCCn1cccc1-c1nc(-c2ccc3c(c2)OCO3)no1	24%
CC(Oc1ccc(F)cc1)C(=O)Nc1ccc2nsnc2c1 (stereo not drawn)	1%
COc1ccccc1C(=O)Nc1ccc2oc(-c3ccccc3F)cc(=O)c2c1	-20%
CCOC(=O)C1CCN(C(=O)C2COC3(CCCCC3)N2C(=O)c2ccc(CC)cc2)CC1 (stereo not drawn)	42%

(listing goes on)
SMILES	12-LOX inh
Cc1oc(-c2ccccc2NC(=O)C2CCC2)nc1CNC(=O)c1ccc(C#CC(C)(C)O)cc1	21%
Cc1c(C(=O)N(C)Cc2cc(-c3cccnc3)no2)oc2c(F)cccc12	-19%
CCNC(=O)N1CCc2cc(OC)c(OC)cc2C1CNC(=O)c1ccccc1C (stereo not drawn)	16%
CN1OC(C)(CC(=O)Nc2ccccc2)N=C1c1ccccc1 (stereo not drawn)	3%
CCNC(=O)N(C1CC1)C1CCOC2(CCN(C(=O)NCc3ccc(OC)cc3)CC2)C1 (stereo not drawn)	37%
O=C(NCc1ccccc1)N1CCc2sccc2C1	89%[activator]
O=C(O)C(c1c[nH]c2cc(OCc3ccccc3)ccc12)N1CCN(Cc2ccccc2)CC1 (stereo not drawn)	-12%
O=C(NCc1cccc(Cl)c1)C1CCN(C(=O)c2ncn3c2COC(c2ccccc2)C3)CC1 (stereo not drawn)	34%[activator]
O=C(NC1CCCCC1)C1CC(=O)N(c2n[nH]c3ccccc23)C1 (stereo not drawn)	-13%
FC(F)(F)c1cnc(Sc2nnc3ccccn23)c(Cl)c1	-7%
O=C(/C=C/c1ccccc1Cl)c1cccc(O)c1	-74%
COc1ccc(OC)c(NC(=O)Cn2c(-c3ccccc3)nc(C)cc2=O)c1	12%
CC(C)c1ccc(/C=C(/C#N)c2nc3ccccc3[nH]2)cc1	-20%
Cc1ccc(C)c(NC(=O)N2CCCC(Cn3cnc4cccnc43)C2)c1 (stereo not drawn)	19%
O=C(Cc1cccc(F)c1)N1CCC(Cc2nncn2Cc2ccccc2)C1 (stereo not drawn)	23%
O=C(Cc1ccccc1F)NC1CCN(C2CC2)C1 (stereo not drawn)	-6%
CC(=O)Nc1ccc(C(=O)N2CCCN(c3cc(-c4ccccc4)[nH]n3)CC2)cc1	40%[activator]
COc1ccc(C(=O)NCCn2ccn3nc(-c4ccc(C)cc4C)cc3c2=O)c(C)c1	-4%
Cc1nc([C@H]2CCN(CC(C)C)C[C@H]2NC(=O)C2CCOCC2)n[nH]1	24%
Cc1ccccc1-c1nnc(NC(=O)Nc2ccccc2)s1	-16%
CC[C@@H]1[C@@H](NC(=O)CC2Cc3ccccc3C2)[C@@H]2CCO[C@H]12	29%
CCC(=O)N[C@@H]1C=C[C@@H](CC(=O)NCc2ccccc2F)O[C@@H]1CO	21%
Cc1cccc(CNC(=O)C2Cn3cccc3C(=O)N2CC(C)C)c1 (stereo not drawn)	-5%
Cc1ccc(C(=O)NC(C)c2nc(-c3ccc(Cl)cc3)no2)cc1 (stereo not drawn)	44%[activator]
O=C1NC(=NC2CCCCC2)C2(CCCN(CC3CCCCC3)C2)N1c1cc(F)cc(F)c1 (stereo not drawn)	-3%[6.33 µM]
COc1cccc(NC(=O)Cn2c(=O)c(-c3noc(C)n3)c3n(c2=O)CCCCC3)c1	33%[activator]
Cc1nc2ccc(C(=O)N3CCc4c(cnc(C)c4CNC(=O)/C=C/c4cccs4)C3)cc2nc1C	13%
CCn1nccc1C(=O)N1CCCCCCNC(=O)[C@@H]2CCC[C@@H]21	35%[activator]
COC(=O)[C@]12C[C@H](CC(=O)N3CCN(C(=O)c4ccco4)CC3)C(=O)N(Cc3ccccc3)C1=C[C@H](C(C)C)O[C@@H]2C1CC1	3%
O=C(c1ccc(Cl)cc1)N1CCOCC2(CN(Cc3cc(F)cc(F)c3)C2)C1	-3%[176 µM]

Looked up by compound from the list above, three records:
SMILES	12-LOX inh
COc1ccc(OC)c(NC(=O)Cn2c(-c3ccccc3)nc(C)cc2=O)c1	12%
COc1ccc(-c2nc3cnc(N4CCOCC4)nc3n(-c3ccc(OC)cc3)c2=O)cc1	0%
FC(F)(F)c1cnc(Sc2nnc3ccccn23)c(Cl)c1	-7%

Following part
SMILES	12-LOX inh
Cn1cnnc1SCc1coc(-c2cccc(Cl)c2)n1	12%
Cc1cc(C(F)(F)F)nn1CC(=O)NCCc1ncc(C)n1CC1CC1	46%[activator]
CN1CCC(N2CC[C@H](c3nnc(-c4ccc(N(C)C)cc4)o3)C2)CC1	24%[176 µM]
O=C(Nc1ccc2ncnc(N3CCCCC3)c2c1)c1c(F)cccc1Cl	49%[activator]
COc1ccc(CNC(=O)N2CCCC2c2noc(COc3ccc(C)cc3)n2)cc1 (stereo not drawn)	5%
COCCN1CCCCCC(O)c2cc(C(=O)NCCN3CCCC3)ccc21 (stereo not drawn)	59%[activator]
CCn1cc(-c2ccc(C)cc2)cc1C(=O)NC(C)c1ccccn1 (stereo not drawn)	6%
CCCn1c(N)c(C(=O)CSc2ccc3ccccc3n2)c(=O)n(C)c1=O	12%
CC(=O)N1CC2(Cc3ccccc31)CN(C(=O)C1CC1)C2	11%&12%[176 µM]
CC(C)c1[nH]nc2c1C(c1ccccc1)N(c1ccccc1)C2=O (stereo not drawn)	9%
CCOC(=O)NC(CNC(=O)c1cccc(C)c1)CC(C)C (stereo not drawn)	3%
CN1CCOc2c(C(=O)NCCC(N)=O)cc(-c3ccccc3)cc21	12%[176 µM]
O=C(Nc1cccs1)O[C@H]1COCCN(c2nc3ccccc3o2)C1	2%[176 µM]
Cc1cccc(C(=O)N2CCC(n3cnnc3-c3ccccc3)CC2)c1	21%
COCC(=O)NC[C@H]1O[C@@H](CC(=O)N2CCN(c3ccccc3OC)CC2)[C@H](O)[C@@H]1O	1%

The results go on.
SMILES	12-LOX inh
COc1cccc(CN2CCCC(NCc3cc(C)ccc3-n3cccn3)C2)c1 (stereo not drawn)	99%[activator]
COc1cc(NC(=O)c2ccccc2)c(OC)cc1NC(=O)CCc1ccc(-c2ccccc2)o1	-3%
Cn1nc(C(C)(C)C)cc1NC(=O)c1cccc(F)c1	-45%
O=C1c2ccccc2CCC1C(Sc1ccccc1)c1ccc(Cl)cc1 (stereo not drawn)	4%
O=C(NC1CCN(c2cc(-c3cccs3)[nH]n2)C1)c1cccc(Br)c1 (stereo not drawn)	41%[activator]
COc1cc(C2CC(=O)N3CN(c4ccc(C)c(Cl)c4)CSC3=C2C#N)ccc1O (stereo not drawn)	0.89µM*
O=C(NNC(=O)C1CCCC1)c1ccc(Cl)cc1	1%
CCN(C(=O)c1cccs1)C1CC1	-16%
CN1C(=O)CC[C@]2(C(=O)NCc3cccc(Cl)c3)CCCC[C@@H]12	13%
N[C@H](C(=O)N1CCC2(CC1)C(=O)NCN2C(=O)c1ccc(Cl)cc1)c1ccccc1	9%[6.33 µM]
COc1ccc(CNC(=O)CC2CCN(C(=O)c3ccc4nc(-c5ccccc5)oc4c3)CC2)cc1	12%
O=C(O)CN(CCc1ccccc1)CC(=O)O	5%
Cc1ccc(C(=O)N2C[C@@H](CO)[C@H](c3ccncc3)C2)nc1	34%
CN(Cc1cccs1)C(=O)Cn1c(=O)c2c(ncn2C2CCCC2)n(Cc2ccccc2)c1=O	-41%
CN(Cc1ccc(C2CCCCO2)s1)CC1CCN(CCc2ccc(F)cc2)CC1 (stereo not drawn)	?
COc1ccc(OC)c(NC(=O)C2CCc3ncc(-c4ccsc4)n3C2)c1 (stereo not drawn)	82%[activator]
O=C(NC1CCN(c2cc(-c3cccs3)[nH]n2)C1)c1ccccc1Cl (stereo not drawn)	30%[activator]
CCOC(=O)C1=CN(CC(=O)Nc2cc(C)ccc2OC)S(=O)(=O)N=C1C	5%
CCC(CC)C(=O)Nc1sc2c(c1C#N)CCC(C)C2 (stereo not drawn)	-23%
C=CCNC(=S)Nc1cccc(C(F)(F)F)c1	-21%
O=c1c2nc(-c3ccccc3)ccc2ncn1Cc1ccccn1	32%[activator][176 µM]
CCc1cc(CNC(=O)c2cc(Cn3c(C)nc4ccccc43)[nH]n2)on1	39%[activator]
CNC(=O)C1CN(c2ccc(F)cc2)C(=O)N1 (stereo not drawn)	-8%[176 µM]
CC1=C[C@@H](CNC(=O)C2CCCCC2)[C@H](C(C)C)C[C@H]1Cc1nc2ccc(F)cc2[nH]1	9%[176 µM]
Cc1noc(C)c1S(=O)(=O)N1CCOC[C@H](Oc2ccc(C(F)(F)F)cc2)C1	14%[176 µM]

Four entries out of the list, ordered by heavy-atom count, ascending.
SMILES	12-LOX inh
O=C(O)CN(CCc1ccccc1)CC(=O)O	5%
Cc1ccc(C(=O)N2C[C@@H](CO)[C@H](c3ccncc3)C2)nc1	34%
CN1C(=O)CC[C@]2(C(=O)NCc3cccc(Cl)c3)CCCC[C@@H]12	13%
N[C@H](C(=O)N1CCC2(CC1)C(=O)NCN2C(=O)c1ccc(Cl)cc1)c1ccccc1	9%[6.33 µM]

(listing goes on)
SMILES	12-LOX inh
Cc1ccc(C(=O)N2CCc3nc(C)nc(-c4ccc(Cl)cc4)c3CC2)cc1	17%
CCC(=O)N1CCN(C2CCN(Cc3cccnc3)C2=O)CC1 (stereo not drawn)	42%
CCC(C)NC(=O)C(NC(=O)c1cccc(OC)c1)C1CCN(C(=O)c2cccc(C)c2)CC1 (stereo not drawn)	46%[activator]
Cc1ccccc1C(=O)N1CCn2c(nnc2-c2ccccc2)C1	19%[176 µM]
CC(C)CN[C@@H]1C[C@H](Cn2cc(C3CC3)nn2)[C@@H](O)[C@H]1O	?
CNC(=O)[C@H]1C[C@H](Oc2ccccc2)CN1S(=O)(=O)c1ccc(F)cc1	18%
CCn1c2c(c(=O)n1-c1ccccc1)CCN(C(=O)CCc1cccnc1)C2	12%[176 µM]
C[S+](=O)([O-])N1Cc2ccccc2OC2(CCN(C(=O)c3ccc(N)nc3)CC2)C1	11%[6.33 µM]
COc1cccc(/C=C/c2nc3ccccc3o2)c1OC(C)C	46%[activator]
O=[S+]1([O-])NCC2(CCCN(CC3CC3)C2)Nc2ccccc21 (stereo not drawn)	?
COCC1CN(C(C)=O)CC12CCN(Cc1c(C)n[nH]c1C)CC2 (stereo not drawn)	33%[activator]
COC(=O)[C@]12C[C@H](CC(=O)NCc3cccc4ccccc34)C(=O)N(Cc3ccc4c(c3)OCO4)C1=C[C@H](C(C)(C)C)O[C@@H]2C	1%
COc1ccc(C(=O)Nc2cccc(-c3nc4cc(C)ccc4o3)c2)cc1OC	-3%
Cc1cccc(-c2nc3cc(NC(=O)c4ccccc4F)ccc3o2)c1	11%
CNC(=O)c1ccc(N2C(=S)N(c3ccc(C#N)c(C(F)(F)F)c3)C(=O)C2(C)C)cc1F	-7%[57.4 µM]
Cc1ccc2oc(C(=O)N3CCCC3)cc(=O)c2c1	-30%
CN(Cc1ccc(Cl)cc1)C(=O)c1ccc(Cl)c(S(=O)(=O)NC2CC2)c1	-6%
CN(C)C[C@@H]1CN(Cc2ccccc2)C[C@H]1NC(=O)c1c(F)cccc1F	-12%
CC(C)(C)N1C(=O)c2ccccc2NC(=O)C1C(=O)Nc1ccc(N2CCOCC2)cc1 (stereo not drawn)	?
Cc1noc(-c2ccc(OC(F)(F)F)cc2)c1C(=O)NCCCc1ccccc1	55%[activator]
COCC(O)CNC(=O)c1cc(-c2ccc(OC)cc2)nc2ccccc12 (stereo not drawn)	?
O=C(NCCCn1ccc2ccccc21)C1CC(=O)N(C2CCCC2)C1 (stereo not drawn)	28%
COc1cccc(-c2nc(Nc3ccncc3)c3ccccc3n2)c1	?
CCNc1ncc2nc(C)c(=O)n(-c3ccc(OC)cc3)c2n1	0%
CCOc1ccccc1/C=C1\Oc2cc(OS(C)(=O)=O)ccc2C1=O	-27%
CCC(=O)Nc1ccc(C2(C(=O)N3CCCCCC3)CCC2)cc1	41%

Some of the compounds tested (hit frequency here may not be typical).
